From PubChem BioAssay
KOR beta-arrestin-1: KOR agonists, beta-arrestin recruitment, primary screen, cell-based, luminescence, uHTS (AID 1777); Kappa-type opioid receptor (Homo sapiens); KOR beta-arrestin recruitment, luminescence; higher % means a stronger effect; activation, % at 10 µM, or EC50 in µM where a hit was titrated; 280,000 compounds, 0.02% hits; in the data active = activation above about 50%, passing the limit was not always enough; also: a part of the inactive calls stands beside numbers as strong as those of hits
NOD1 inhibition: NOD1 signaling inhibitors, primary screen, cell-based, luminescence, uHTS (AID 1578); inhibition, % at 4 µM, or EC50 in µM where a hit was titrated; NOD1-driven NF-kB luciferase reporter cells, luminescence; higher % means a stronger effect; 290,000 compounds, 1% hits; in the data active = inhibition mostly above about 36%, no sharp cut-off; inactive = mostly below about 34%;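 also: HEK-293T reporter cells stimulated with the NOD1 agonist gamma-tri-DAP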
TNAP activators: human TNAP enzyme activators, primary screen, biochemical, luminescent, no phosphate acceptor, uHTS (AID 1001). purified TNAP, luminescent activation assay, no phosphate acceptor; higher activation fold means a stronger effect. 200,000 compounds, 0.03% hits. activation fold at 20 µM; hits with a dose series show EC50 in µM. Alkaline phosphatase, tissue-nonspecific isozyme (Homo sapiens); in the data active = activation fold from about 3, or a potency from the dose series; inactive = the rest, 99 in 100 with activation fold below about 1.6; also: many of its hits are not listed in these tables
Yfh1-off respiration: enhancers of respiration in Yfh1-depleted yeast, dose response, Friedreich's ataxia, plus single-dose screen (AID 1465). 220,000 compounds, 0.074% hits. fold induction at 50 µM, or EC50 in µM where a hit was titrated. S. cerevisiae Yfh1-off respiration, WST-1 reduction, 72 h; higher fold induction means a stronger effect;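 active = fold induction of absorbance versus untreated yeast above a set limit, then at least 30% activation at any dose in follow-up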;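 also: activators that raise dye reduction in frataxin-depleted yeast; strong numbers were not always called active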
KOR beta-arrestin-2: KOR antagonists, beta-arrestin recruitment, cell-based, luminescence, uHTS (AID 1778); 290,000 compounds, 0.091% hits; inhibition, % at 10 µM; hits with a dose series show IC50 in µM; KOR beta-arrestin recruitment, luminescence, antagonist mode; higher % means a stronger effect; also: strong numbers were not always called active
NOD2 inhibition: NOD2 signaling inhibitors, cell-based, luminescence, uHTS, HEK293 (AID 1566). 290,000 compounds, 0.63% hits. HEK293 NOD2/NF-kB luciferase reporter, luminescence; higher % means a stronger effect. one-dose inhibition, % at 4 µM; EC50 in µM for titrated hits; also: many of its hits are not listed in these tables
CSM14.1 death rescue: rescue of cells from ER stress-induced death, primary screen, 384-well, CSM14.1, thapsigargin, ATP luminescence (AID 1222) | 190,000 tested, under 10 active | cellular ATP content (survival), % at 20 µM, or EC50 in µM where a hit was titrated | CSM14.1 thapsigargin-induced death rescue, ATP luminescence; higher % means a stronger effect;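 active = EC50 below 50 µM in the dose-response confirmation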;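 also: death triggered by thapsigargin at about 15 µM added after 2 h compound pretreatment; cell ATP read after overnight thapsigargin exposure of roughly 18 to 22 hours; normalized against plate controls of thapsigargin alone and 5% DMSO vehicle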
GPR55 beta-arrestin: GPR55 agonists via beta-arrestin recruitment, primary screen, imaging, U2OS cells, beta-arrestin-GFP redistribution (AID 1961). 290,000 compounds, 0.048% hits. G-protein coupled receptor 55 (Homo sapiens). one-dose activation, % at 10 µM; EC50 in µM for titrated hits. U2OS GPR55 beta-arrestin-GFP redistribution imaging; higher % means a stronger effect;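 active = activation above 40% with more than 50 cells counted in the well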;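 also: U2OS osteosarcoma cells stably expressing GPR55 and beta-arrestin-GFP; plate controls were DMSO negative control for no effect and LPI positive control for full effect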
NTR1 ag: agonists of NTR1, primary screen, imaging, U2OS cells, beta-arrestin-GFP, high content (AID 493036); Neurotensin receptor type 1 (Homo sapiens), P30989; NTR1-U2OS beta-arrestin-GFP spot imaging, agonist mode; activation, % at 20 µM; 330,000 compounds, 0.17% hits;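 active = activation at or above 40% of the spot to cytoplasm intensity ratio, with at least 20 cells analyzed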;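 also: 0% = DMSO without peptide and 100% = 100 nM NTR1 peptide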
Target sequence (P30989 whole entry, looked up): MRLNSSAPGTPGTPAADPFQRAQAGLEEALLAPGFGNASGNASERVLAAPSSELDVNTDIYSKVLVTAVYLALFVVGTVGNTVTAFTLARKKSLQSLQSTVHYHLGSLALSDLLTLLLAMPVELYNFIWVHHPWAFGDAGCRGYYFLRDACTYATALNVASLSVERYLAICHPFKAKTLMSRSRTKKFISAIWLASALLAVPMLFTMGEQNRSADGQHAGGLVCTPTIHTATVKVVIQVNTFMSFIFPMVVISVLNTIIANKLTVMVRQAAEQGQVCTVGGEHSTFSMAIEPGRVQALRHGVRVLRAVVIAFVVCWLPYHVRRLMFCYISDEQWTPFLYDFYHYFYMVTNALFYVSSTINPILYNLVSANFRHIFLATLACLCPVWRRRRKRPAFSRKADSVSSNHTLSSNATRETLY
NTR1 ag cell count 20 µM: second read-out of NTR1 ag, no call of its own (marks repeat the call); cell count; measured here: cell count, cytotoxicity flag
Numbers without * were called inactive; i = inactive; x = not tested or not shown; [ ] = another dose, or the depositor's remark. Rule as the data show it, unless noted: active = inhibition above about 50%; inactive = the rest. An excerpt. The share of hits here may be higher or lower than overall.

SMILES | KOR beta-arrestin-1 | NOD1 inhibition | TNAP activators | Yfh1-off respiration | KOR beta-arrestin-2 | NOD2 inhibition | CSM14.1 death rescue | GPR55 beta-arrestin | NTR1 ag | NTR1 ag cell count 20 µM
CC(=O)c1cccc(NC(=S)NC(=O)c2ccccc2Cl)c1 | -3.2% | -6% | 0.9 | i | 21% | -1% | -0.8% | 0.5% | -0.3 | 51
COc1ccc(CCC(=O)Nc2cnc3ccccc3c2)cc1 | 0.3% | 0% | x | x | -27%[20 µM] | 2% | x | -0.3% | 2.0 | 48
COc1ccccc1C(=O)Nc1cc(C)c(OCC(=O)N2CCOCC2)c(C)c1 | 1.4% | -13% | x | x | 7% | 13% | x | 0.2% | -1.3 | 55
Cc1cccc(N(Cc2cc3ccccc3[nH]c2=O)S(=O)(=O)c2ccccc2)c1 | 7.7% | -6% | 1 | i | -2% | -9% | -3.4% | 0.3% | 5.2 | 53
Cc1ccc(C(=O)C2CCN(S(=O)(=O)c3ccc(C(=O)O)cc3)CC2)cc1 | -2.6% | -10% | x | x | -3% | 8% | x | 0.2% | -2.8 | 53
O=C1c2ccccc2NC(c2ccccc2)N1Cc1ccco1 (configuration not stated) | -0.2% | 1% | 1.2 | x | -8% | 4% | 0.6% | 0.3% | -0.9 | 34
CCOC(=O)COc1ccc(Cl)cc1C1NC(=O)NC(C)=C1C(C)=O (configuration not stated) | 9.4% | 7% | 1.1 | i | -46% | 7% | -0.6% | -0.1% | 0.1 | 65
COc1ccc(OC)c(S(=O)(=O)N2CCC(C(=O)NCCc3ccccc3)CC2)c1 | 1.5% | 12% | 1 | i | -18% | 5% | 3.2% | 0.8% | -0.3 | 56
CC12CCC(C/C1=N\OC(=O)c1c(F)cccc1F)C2(C)C (configuration not stated) | -0.8% | -8% | x | i | 9% | -13% | x | -0.1% | -1.0 | 60
COc1ccnc(CSC(N)=Nc2ccccc2C(F)(F)F)c1 | 0.1% | 12% | 1 | i | 2% | 3% | -0.3% | -0.2% | 3.8 | 59
COC(=O)c1cc(NC(=O)CN2CCN(C(C)=O)CC2)cc(C(=O)OC)c1 | -0.7% | -29% | 1.1 | i | 4% | -1% | 1.0% | 0.0% | -0.6 | 56
O=C(NCc1ccc2c(c1)OCO2)C1CC(=O)N(c2ccc(F)cc2)C1 (configuration not stated) | -4.2% | -17% | 1.1 | i | -5% | 19% | -1.5% | -0.4% | 0.3 | 73
Cc1ccccc1-n1c(O)c(/C=C/C=Nc2ccccc2)c(=O)[nH]c1=O | -3.4% | -31% | 1 | i | -19% | 13% | -1.4% | -0.1% | -2.6 | 68
CCN(C(=O)CSc1cc(C)c2ccc(OC)cc2n1)C1CCS(=O)(=O)C1 (configuration not stated) | 4.6% | -4% | x | i | 11% | 20% | x | 0.0% | 2.5 | 52
COc1ccc(Cl)c(NCCC(=O)O)c1 | 4.7% | -7% | 1 | i | -20% | 11% | -1.2% | -0.1% | 0.3 | 90
Cc1cc(C)c(S(=O)(=O)ON2C(=O)c3ccccc3C2=O)cc1C | 6.9% | -13% | 1.1 | i | -67% | -37% | -0.3% | 0.8% | 0.5 | 40
C=Cn1cc[n+](CC(=O)c2ccc(OC)cc2)c1 | -1.9% | 9% | x | x | 26% | 18% | x | 0.0% | -0.2 | 69
CC(=O)c1cc2c(cc1NC(=O)c1ccc(Cl)cc1)OCCO2 | 6.8% | 19% | x | x | -77%[20 µM] | 15% | x | 0.2% | 4.9 | 106
CCC(=O)Oc1ccc(C(=O)Nc2cccc(C(=O)c3ccccc3)c2)cc1 | -0.8% | 22% | 1.1 | i | -64% | 13% | 10% | 0.3% | 1.5 | 45
CCOc1ccc(C(C(=O)NCC2CCCO2)N(Cc2cccs2)C(=O)c2snc(C(N)=O)c2N)cc1 (configuration not stated) | 4.7% | 40% | x | x | -78% | 30% | x | -0.2% | 4.2 | 46
O=C(CCCn1c(=O)[nH]c2ccsc2c1=O)N1CCN(Cc2ccc3c(c2)OCO3)CC1 | 10% | -9% | 1 | i | -32% | 1% | 0.7% | -0.4% | -2.2 | 73
CCn1c(SCC(=O)NC(=O)NCc2ccco2)nc2sc(C)c(C)c2c1=O | 1.2% | 26% | 1 | x | -36% | -4% | -0.4% | 1.0% | 0.1 | 41
CCOC(=O)C1CCCN(C2=NC(=O)/C(=C/c3ccc(O)c(OCC)c3)S2)C1 (configuration not stated) | -3.3% | -11% | x | x | -9% | 4% | x | -0.1% | -0.1 | 57
Cc1cccc(NC(=O)CSCc2c(C)noc2C)c1C | x | -5% | 1 | i | 14% | -4% | 1.1% | -0.2% | 2.6 | 91
CN1CCN(C(=O)/C=C/c2ccc([N+](=O)[O-])cc2)CC1 | -1.6% | -30% | 1.1 | i | x | 14% | -4.8% | -0.2% | 2.4 | 57

(list continues)
SMILES | KOR beta-arrestin-1 | NOD1 inhibition | TNAP activators | Yfh1-off respiration | KOR beta-arrestin-2 | NOD2 inhibition | CSM14.1 death rescue | GPR55 beta-arrestin | NTR1 ag | NTR1 ag cell count 20 µM
CC(=C/c1ccco1)/C=N/N1CCN(c2ccccc2)CC1 | 2.4% | -16% | 1.1 | i | 24% | -101% | -1.1% | 0.2% | -1.2 | 92
COc1ccc(-c2cc(C(=O)N3CCCC3)c3ccccc3n2)cc1 | 2.3% | -35% | x | x | -30% | -16% | x | -0.1% | 1.3 | 69
CC(=O)c1ccc(NC(=O)C2CCN(S(=O)(=O)c3ccc4c(c3)N(C(C)=O)CCO4)CC2)cc1 | -0.9% | -26% | x | x | 21% | 4% | x | -0.2% | 1.2 | 63
Cc1cccc(OCc2nnc(SCC(=O)c3cccs3)n2C)c1C | -6.2% | -7% | 1.1 | i | -13% | -5% | -1.8% | 1.2% | 0.8 | 65
CCOc1ccccc1NC(=S)N1CCCCCC1 | -0.5% | -11% | x | x | -4% | 12% | x | 0.3% | 1.2 | 85
Fc1ccc(Nc2nc(N3CCOCC3)c3ccccc3n2)cc1 | -8.3% | 15% | 1.1 | i | -30% | 14% | -0.7% | -1.0% | 2.7 | 45
COc1ccccc1CC(NC(C)=O)C(=O)NC1CCN(c2nnnn2-c2ccccc2)CC1 (configuration not stated) | -2.0% | -34% | 1.1 | i | 23% | -4% | x | 0.5% | 1.1 | 61
O=C(COc1ccccc1Cl)Nc1ccc(Cl)cn1 | -5.7% | -112% | 1.1 | i | -25% | -191% | -3.0% | 0.0% | -1.0 | 80
CCCCCC1NC(=O)NC1CCCCCC(=O)O (configuration not stated) | -0.8% | -26% | 1.1 | i | 11% | -2% | -1.8% | -0.1% | -4.3 | 102
CCCN(CC(=O)Nc1ccccc1C)C(=O)c1cc(=O)[nH]c2ccccc12 | 1.0% | -2% | 1 | i | -16% | 1% | -1.0% | -0.3% | -0.4 | 71
Cc1coc2c(C)c3oc(=O)c(CCC(=O)NCCN4CCOCC4)c(C)c3cc12 | -4.0% | -16% | x | x | -27%[20 µM] | 21% | x | -0.1% | -1.3 | 78
C/C(NC(=O)c1ccccc1)=C1/C(=O)CC2C1C2(C)C (configuration not stated) | 3.4% | -55% | 1.1 | i | 9% | -32% | -0.1% | -0.3% | 1.4 | 40
O=C(CNC(=O)c1ccccc1)N/N=C/c1cccs1 | -5.2% | -61% | 1.1 | i | -31% | -2% | 0.3% | 0.2% | -1.3 | 57
Cc1cccc(N2CCN(C(c3cccs3)c3nnnn3C(C)(C)C)CC2)c1C (configuration not stated) | -4.2% | -1% | 1.1 | i | -18% | -30% | 0.5% | -0.2% | 1.1 | 71
O=C(NNC(=S)Nc1ccc(Br)cc1)c1ccccc1 | 0.5% | -39% | x | x | 19% | -20% | x | -0.1% | 3.8 | 58
Clc1ccccc1C1=CC(c2ccco2)n2ncnc2N1 (configuration not stated) | -1.3% | -8% | x | i | 9% | 14% | x | -0.1% | -0.6 | 50
CC(C)C(=O)Nc1ccc(NC(=O)c2ccc([N+](=O)[O-])cc2Cl)cc1 | -0.7% | -17% | 1.1 | i | 23% | 10% | -2.5% | -0.2% | 2.5 | 66
CC1C(c2ccccc2)=NNc2nc3c(c(=O)n(C)c(=O)n3C)n21 (configuration not stated) | 1.7% | 2% | x | i | 8% | 23% | x | 0.3% | 0.3 | 53
N#C/C(=C\c1ccc(OCC(N)=O)cc1)S(=O)(=O)c1ccccc1 | -5.5% | -20% | 1.1 | i | -6% | -10% | -0.4% | 0.6% | 1.2 | 45
NC(=O)C1CCN(C(=O)c2cnn(-c3ccccc3)c2NC(=O)c2ccco2)CC1 | 3.0% | 10% | 1.1 | i | 13% | 6% | -0.9% | 0.3% | -1.8 | 48
CCCCC(=O)Nc1ccc(NC(=O)CCCC)nc1 | -6.7% | 14% | 1.1 | i | -23% | -7% | 0.5% | -0.1% | 0.0 | 72
O=C(CSc1nnc(COc2ccc(Cl)cc2)o1)N1CCN(c2ccccc2)CC1 | 4.4% | -42% | 1.1 | i | -3% | 4% | -0.8% | 1.0% | -3.8 | 55
CC(C)CCn1c(C(C)O)nc2ccccc21 (configuration not stated) | -0.8% | -20% | 1 | i | 14% | 14% | -1.0% | -0.1% | -0.2 | 38
CCOC(=O)C1=C(C)NC2=C(C(=O)CC(C)(C)C2)C1c1coc2ccccc2c1=O (configuration not stated) | 8.2% | -7% | 1 | i | -8% | 8% | 2.6% | -0.3% | 2.7 | 39

Six entries picked at random from the list so far:
SMILES | KOR beta-arrestin-1 | NOD1 inhibition | TNAP activators | Yfh1-off respiration | KOR beta-arrestin-2 | NOD2 inhibition | CSM14.1 death rescue | GPR55 beta-arrestin | NTR1 ag | NTR1 ag cell count 20 µM
CC1C(c2ccccc2)=NNc2nc3c(c(=O)n(C)c(=O)n3C)n21 (configuration not stated) | 1.7% | 2% | x | i | 8% | 23% | x | 0.3% | 0.3 | 53
O=C(CNC(=O)c1ccccc1)N/N=C/c1cccs1 | -5.2% | -61% | 1.1 | i | -31% | -2% | 0.3% | 0.2% | -1.3 | 57
CCCCCC1NC(=O)NC1CCCCCC(=O)O (configuration not stated) | -0.8% | -26% | 1.1 | i | 11% | -2% | -1.8% | -0.1% | -4.3 | 102
C/C(NC(=O)c1ccccc1)=C1/C(=O)CC2C1C2(C)C (configuration not stated) | 3.4% | -55% | 1.1 | i | 9% | -32% | -0.1% | -0.3% | 1.4 | 40
CCOC(=O)C1=C(C)NC2=C(C(=O)CC(C)(C)C2)C1c1coc2ccccc2c1=O (configuration not stated) | 8.2% | -7% | 1 | i | -8% | 8% | 2.6% | -0.3% | 2.7 | 39
O=C(CSc1nnc(COc2ccc(Cl)cc2)o1)N1CCN(c2ccccc2)CC1 | 4.4% | -42% | 1.1 | i | -3% | 4% | -0.8% | 1.0% | -3.8 | 55
